Bioassay records: PubChem, several laboratories
FXN GAA850 act = activators of GAA850 frataxin (FXN) promoter | HEK293 lucGAA850 FXN promoter luciferase reporter, 24 h; percent of 10 µM SAHA response | activation, % at 6 µM | 360,000 compounds, 0.56% hits | AID 540364;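 active = activation above the average of all compounds screened plus 3 SD, cutoff fixed separately per campaign, cut at about 7.5% in these data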;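 also: 0% = DMSO wells and 100% = 10 µM SAHA wells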
ASAP1 inh = ASAP1 ArfGAP inhibition | Q9ULH1 | ASAP1-stimulated ARF1 GTP hydrolysis, GDP FP detection | inhibition, % at 16.5 µM | 360,000 compounds, 0.19% hits; in the data active = inhibition above about 25%;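 also: 0% = vehicle with enzyme and substrate and 100% = no enzyme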
ARFGAP1 inhibitor = inhibits rat ARF GTPase activating protein 1; Arfgap1-stimulated ARF1 GTP hydrolysis, GDP FP detection; inhibition, % at 16.5 µM; 360,000 compounds, 0.26% hits; AID 651572;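 active = inhibition above a per-plate limit, mean inhibition of low control wells plus 3 SD, cut at about 25% in these data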;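 also: 0% = DMSO wells with enzyme and 100% = wells lacking Arfgap1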
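System: truncated rat Arfgap1 GAP domain / Benchmarks: high control wells lacking Arfgap1, low control full reaction with DMSO / Times: compound-enzyme preincubation 20 min, reaction 120 min, detection 60 min, 25 °C / Repeats: one replicate per compound / Also added: human ARF1(Δ1-17)-GTP substrate / Measured by: Tracer-displacement fluorescence polarization with EDTA stop, 620/688 nm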
rCAG binder = r(CAG) repeat RNA binding; TO-PRO-1 dye displacement fluorescence; inhibition, % at 3 µM; 370,000 compounds, 1.3% hits; AID 651821;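 active = inhibition above the plate cutoff, the mean of all test compounds on that plate plus 3 SD, cut at about 35% in these data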;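 also: 0% = DMSO alone and 100% = 100 µM mitoxantrone as full dye displacement; higher means more dye released from RNA so lower well fluorescence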
proKLK7 act = activates the human kallikrein-7 zymogen. P49862. purified proKLK7, EDANS-DABCYL substrate fluorescence; 100% is mature enzyme control, 0% vehicle. activation, % at 7 µM. 370,000 compounds, 0.9% hits. AID 652039;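 active = activation above the mean of all tested compounds plus 3 SD, computed per campaign excluding outliers beyond control limits, cut at about 13% in these data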
NPR1 activator = GC-A (human) enzyme activation. 370,000 compounds, 0.14% hits. P16066. AID 1671463. activation, % at 10 µM. HEK293 GC-A cells, cGMP TR-FRET, EC30 ANP; 0% at EC30 ANP, 100% saturating ANP; in the data active = activation above about 40%
sPLA2-III inh = Inhibits HGIII-sPLA2 liposome hydrolysis, primary screen. QFRET BODIPY PC-A2 liposome hydrolysis, fluorescence. inhibition, % at 12.2 µM. 370,000 compounds, 0.56% hits;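 active = inhibition above mean plus 3 SD of compounds lying within the high and low control bounds, cut at about 19% in these data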;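 also: 0% = median of test compound wells and 100% = no enzyme DMSO wells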
GC-B act = GC-B (human) receptor activation; P20594; HEK293-GC-B cells, CNP EC30, cGMP TR-FRET; 0% at EC30 CNP, 100% saturating CNP; activation, % at 10 µM; 370,000 compounds, 0.11% hits; AID 1920062;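 active = activation at 10 µM reaching about 35% in either raw or pattern-adjusted values, limit read from the data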
Tn6 DDE FP = DD(E)-Tn6 binding inhibition, primary FP screen | Fibrin DD(E) TRITC-Tn6 fluorescence polarization displacement | P02675 | 370,000 compounds, 0.21% hits | inhibition, % at 8.3 µM;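 active = inhibition above a per-campaign cutoff: mean of compounds within control limits plus 3 SD, cut at about 15% in these data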;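 also: 0% = median of all compound wells on the plate and 100% = blocking peptide control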
Target sequence (P02675 whole entry, looked up): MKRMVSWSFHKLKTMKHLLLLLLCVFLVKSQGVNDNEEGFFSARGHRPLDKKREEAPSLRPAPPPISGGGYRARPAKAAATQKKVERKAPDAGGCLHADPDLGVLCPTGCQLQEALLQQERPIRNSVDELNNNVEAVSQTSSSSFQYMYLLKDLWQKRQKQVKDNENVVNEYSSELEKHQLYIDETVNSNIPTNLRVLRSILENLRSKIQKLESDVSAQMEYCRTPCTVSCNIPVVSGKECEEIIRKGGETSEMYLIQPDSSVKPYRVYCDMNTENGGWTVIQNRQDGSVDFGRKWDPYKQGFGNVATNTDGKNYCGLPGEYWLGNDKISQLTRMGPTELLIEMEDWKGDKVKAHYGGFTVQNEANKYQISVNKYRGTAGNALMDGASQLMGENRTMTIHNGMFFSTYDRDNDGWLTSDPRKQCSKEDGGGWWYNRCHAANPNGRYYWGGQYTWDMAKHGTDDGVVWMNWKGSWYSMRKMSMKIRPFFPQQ
ADAM10 inh = inhibits human ADAM10; 370,000 compounds, 0.62% hits; O14672; AID 720582; inhibition, % at 7 µM; recombinant ADAM10, EDANS/DABCYL FRET peptide cleavage, 3 h;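 active = inhibition above a per-campaign cutoff equal to the mean of compounds falling between control-based bounds plus 3 SD, cut at about 20% in these data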;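 also: 0% = DMSO wells while the 100% control is not disclosed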
Target sequence (O14672 214-748 limits assumed): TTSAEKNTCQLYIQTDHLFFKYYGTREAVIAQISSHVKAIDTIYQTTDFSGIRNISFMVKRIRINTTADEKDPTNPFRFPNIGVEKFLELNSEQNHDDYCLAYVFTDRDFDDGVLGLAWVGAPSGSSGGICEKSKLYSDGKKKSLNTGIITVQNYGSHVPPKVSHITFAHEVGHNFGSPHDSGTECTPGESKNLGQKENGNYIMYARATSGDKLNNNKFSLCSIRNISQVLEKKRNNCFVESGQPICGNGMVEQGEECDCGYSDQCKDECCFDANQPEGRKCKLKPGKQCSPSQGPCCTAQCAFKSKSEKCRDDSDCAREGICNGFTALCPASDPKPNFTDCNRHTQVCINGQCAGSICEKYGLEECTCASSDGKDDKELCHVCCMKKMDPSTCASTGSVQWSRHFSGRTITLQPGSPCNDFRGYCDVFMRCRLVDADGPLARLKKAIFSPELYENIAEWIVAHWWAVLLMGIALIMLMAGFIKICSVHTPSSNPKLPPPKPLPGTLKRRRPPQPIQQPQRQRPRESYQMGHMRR
Numbers without * were called inactive; x = no result given.

SMILES	FXN GAA850 act	ASAP1 inh	ARFGAP1 inhibitor	rCAG binder	proKLK7 act	NPR1 activator	sPLA2-III inh	GC-B act	Tn6 DDE FP	ADAM10 inh
COc1ccc(S(=O)(=O)N2CCN(CC(=O)NC(Cc3ccccc3)C(C)=O)CC2)cc1 (stereo not drawn)	-0.7	-7	3	3	-0.3	0	-1	7	1	-8
O=C(CSc1nnc(Nc2ccccc2F)s1)NCc1ccco1	2.2	-3	5	13	0.3	5	-3	-9	8	-1
O=C(CCNC(=O)c1ccc(Br)cc1)NCC1COc2ccccc2O1 (stereo not drawn)	0.8	-8	-2	-3	0.6	-2	-5	-1	0	-1
O=C(NC1CCOC1=O)OCc1ccccc1 (stereo not drawn)	1.8	0	10	4	0.1	0	8	3	-5	-15
O=S1(=O)CCC(NC(=S)N2CCCCC2)C1 (stereo not drawn)	1.6	-10	9	5	-0.1	0	2	5	6	-6
O=C(CN(C(=O)Cn1nnc(-c2ccc(F)cc2)n1)c1ccc(F)c(Cl)c1)NCC1CCCO1 (stereo not drawn)	-1.4	-8	2	-2	0.5	5	-10	-5	9	-1
COc1cccc(N2C(=O)CN(Cc3ccccc3)C2=S)c1	1.7	-1	7	4	-0.5	5	-119	4	0	5
Cc1cc(F)c(F)c(C(=O)N2C(C)CCCC2C)c1Cl (stereo not drawn)	0.5	5	9	-4	0.0	-1	-1	0	2	-6
O=C(NCc1ccccn1)c1cc2ccccc2oc1=O	3.8	-5	4	-1	-1.5	2	7	5	0	-112
CC(C)CN(Cc1c(O)ccc2ccccc12)CC(C)C	-0.4	-1	0	5	-4.5	-11	-6	-3	-4	-61
C/C(CC(=O)Nc1ccc([N+](=O)[O-])cc1)=N\NC(=O)c1ccccc1O	2.9	13	-6	31	0.2	0	-21	0	0	3
CC(C)[C@H](NC(=O)c1ccccc1F)C(=O)NC1CCCCC1	1.4	-2	15	-2	-0.4	3	3	9	6	-8

Sorted by count of non-hydrogen atoms (smallest number first): part of the list above
SMILES	FXN GAA850 act	ASAP1 inh	ARFGAP1 inhibitor	rCAG binder	proKLK7 act	NPR1 activator	sPLA2-III inh	GC-B act	Tn6 DDE FP	ADAM10 inh
Cc1cc(F)c(F)c(C(=O)N2C(C)CCCC2C)c1Cl (stereo not drawn)	0.5	5	9	-4	0.0	-1	-1	0	2	-6
O=C(NCc1ccccn1)c1cc2ccccc2oc1=O	3.8	-5	4	-1	-1.5	2	7	5	0	-112
COc1cccc(N2C(=O)CN(Cc3ccccc3)C2=S)c1	1.7	-1	7	4	-0.5	5	-119	4	0	5
CC(C)[C@H](NC(=O)c1ccccc1F)C(=O)NC1CCCCC1	1.4	-2	15	-2	-0.4	3	3	9	6	-8

Remaining list, next part:
SMILES	FXN GAA850 act	ASAP1 inh	ARFGAP1 inhibitor	rCAG binder	proKLK7 act	NPR1 activator	sPLA2-III inh	GC-B act	Tn6 DDE FP	ADAM10 inh
O=C(NCCN1CCCCC1)c1ccc2c(c1)OCCO2	4.8	12	12	5	0.0	0	6	0	2	3
Cc1cccc(NC(=O)C(=O)NCC2CCCO2)c1 (stereo not drawn)	5.9	-8	6	-3	-0.2	1	7	1	-4	0
CCC1CCCCN1C(=O)CSc1nc2c(c(=O)n1C)SC(C)C2 (stereo not drawn)	-0.2	-2	-15	-6	0.4	-3	-1	5	-3	-4
Cc1ccc(S(=O)(=O)N(C)c2ccc(OCC(=O)OCc3ccc(C#N)cc3)cc2)cc1	-0.3	-2	-8	7	0.5	-4	-15	3	-4	3
Cc1c(C(=O)N(Cc2nccn2C)C(C)C)oc2c(F)cccc12	-1.9	0	7	-4	-0.1	0	1	-2	1	-2
COc1ccc(-n2cc(C(=O)c3ccccc3O)cn2)cc1	-8.2	-9	-8	2	-1.1	-1	-11	1	-4	-6
COc1ccc(/C=N/n2c(C)nc3c([nH]c4ccccc43)c2=O)cc1CN1CCCC(C)(C)C1	0.8	-15	10	0	0.1	1	-2	0	2	-4
O=C(CSc1ncnc2c1cnn2CCO)Nc1cccc(C(F)(F)F)c1	-0.1	-4	-5	-2	0.1	-2	9	-5	6	-10
CCOC(=O)C1CN(S(=O)(=O)c2ccc(OC)cc2)c2cc(CC(=O)OC)ccc2O1 (stereo not drawn)	-0.9	-6	-9	-7	0.1	5	-5	2	-1	-6
Cc1cccc(C(=O)NCC(=O)OCC(=O)c2cc(C)n(CC3CCCO3)c2C)c1 (stereo not drawn)	-6.2	2	16	-6	0.6	0	1	-3	3	-2
CC1=C(C(=O)Nc2cccc(C)n2)C(c2ccc3c(c2)OCO3)C2=C(CC(c3ccco3)CC2=O)N1 (stereo not drawn)	0.1	3	-6	5	0.1	-1	-14	7	-5	-102
CCOc1ccc(NC(=O)NNC(=O)c2cccnc2)cc1	2.3	-12	-1	-1	-0.9	3	-3	2	6	-4
O=C(NC1CC1)c1ccc(S(=O)(=O)NC2CCCCCC2)cc1	2.5	6	-2	-3	0.0	4	0	-1	0	1
O=C(CCS(=O)(=O)c1ccc(Br)s1)NCc1cccs1	1.2	3	6	0	0.1	2	-1	0	-1	-4
O=C(COc1ccc([N+](=O)[O-])cc1)NCc1cccnc1	1.3	-6	-7	0	0.3	2	-1	4	5	6
COc1cc(/C=C/C(=O)NC(C)C2CC3CCC2C3)cc(OC)c1OC (stereo not drawn)	-0.6	9	8	-7	0.0	-1	-7	-2	-5	-37
N#Cc1ccccc1OCC(=O)N1N=C(c2cccs2)CC1c1ccco1 (stereo not drawn)	2.7	4	3	5	-0.3	-2	-11	4	6	-31
CN(Cc1ccccc1F)C(=O)Cn1c(-c2cncs2)nc2ccccc21	x	x	x	3	0.1	1	-2	1	9	-4
CN(Cc1ccccc1)c1ccc(N2C(=O)CCC2=O)cc1[N+](=O)[O-]	0.6	0	-2	-1	0.5	1	-3	6	-3	7
O=C(CN(C1CCCCC1)S(=O)(=O)c1ccc(F)cc1)NCc1ccncc1	0.7	9	6	5	0.0	-2	1	5	8	-10
Nc1nncn1C(=O)c1c(Cl)cccc1Cl	-0.3	-5	4	1	0.0	1	2	4	-3	2
O=C(C[C@H]1C(=O)N(Cc2cccnc2)C[C@@H]1Cc1ccccc1)Nc1ccccc1	-0.4	5	13	1	-0.1	0	-14	0	-2	2
CCN1CCN(CCNC(=O)c2cn(Cc3ccccc3F)nn2)CC1	-2.1	-9	1	-4	-0.9	5	2	2	0	-7
Cc1oc(C(C)(C)C)cc1C(=O)N1CCN(c2ncccc2C(F)(F)F)CC1	1.5	6	2	-8	-0.3	-4	4	8	-10	0

Whole records, quoted from the list. Order of values: FXN GAA850 act	ASAP1 inh	ARFGAP1 inhibitor	rCAG binder	proKLK7 act	NPR1 activator	sPLA2-III inh	GC-B act	Tn6 DDE FP	ADAM10 inh
`COc1cc(/C=C/C(=O)NC(C)C2CC3CCC2C3)cc(OC)c1OC` (stereo not drawn) is listed with -0.6	9	8	-7	0.0	-1	-7	-2	-5	-37
`O=C(NC1CC1)c1ccc(S(=O)(=O)NC2CCCCCC2)cc1` is listed with 2.5	6	-2	-3	0.0	4	0	-1	0	1
`O=C(COc1ccc([N+](=O)[O-])cc1)NCc1cccnc1` is listed with 1.3	-6	-7	0	0.3	2	-1	4	5	6
`O=C(C[C@H]1C(=O)N(Cc2cccnc2)C[C@@H]1Cc1ccccc1)Nc1ccccc1` is listed with -0.4	5	13	1	-0.1	0	-14	0	-2	2

The listing continues.
SMILES	FXN GAA850 act	ASAP1 inh	ARFGAP1 inhibitor	rCAG binder	proKLK7 act	NPR1 activator	sPLA2-III inh	GC-B act	Tn6 DDE FP	ADAM10 inh
CC(OC(=O)C1CCN(S(=O)(=O)c2ccc(Cl)cc2)CC1)C(=O)N1CCc2ccccc21 (stereo not drawn)	-3.4	4	-4	3	-0.2	-3	6	6	3	-5
O=C(NCc1ccc(Cl)c(Cl)c1)c1cc(C2CCCCN2C(=O)C2CCCCC2)on1 (stereo not drawn)	-1.4	10	-1	7	1.1	2	-22	-2	-3	17
COc1ccc(-c2nc(CCNS(=O)(=O)c3ccc4c(c3)OCCO4)cs2)cc1	-2.4	9	19	2	0.4	0	-35	-1	-7	-44
CCCn1c(N)c(N(CCOC)C(=O)c2cc(S(=O)(=O)N3CCCCCC3)ccc2OC)c(=O)[nH]c1=O	2.6	-4	7	-4	0.0	2	-4	-3	-7	-9
NNC(=O)c1cccn(Cc2ccc(Cl)cc2Cl)c1=O	1.9	-10	4	7	-0.5	12	2	2	-2	0
CCN1CCCC1CN(Cc1cc2cc(OC)ccc2[nH]c1=O)C(=O)NCc1ccccc1 (stereo not drawn)	0.9	11	6	8	1.3	1	0	-3	-6	-323
Cc1nc(SCC(=O)Nc2cc(C(N)=O)cc(C(N)=O)c2)c2c(C)c(C)sc2n1	1.5	-9	1	5	0.5	2	-6	-1	6	-17
Cc1ccc(S(=O)(=O)Nc2ccc(C(=O)OCC(=O)N(CCC#N)c3ccccc3)cc2)cc1C	-1.3	-8	-2	8	0.3	-2	-60	-1	4	14
O=C(CSc1nc2ccc(Nc3nc(N4CCOCC4)nc(N4CCOCC4)n3)cc2s1)NCc1ccco1	3.0	19	11	1	-0.9	0	-3	13	-8	-16
Cc1cccc(Oc2ncnc(N)c2[N+](=O)[O-])c1C	0.9	-4	12	0	0.1	1	-1	-6	2	12
COC(=O)c1sccc1NC(=O)c1ccc(C(C)C)cc1	0.2	1	13	-2	-0.5	-6	2	-3	9	-1
O=C(CCCn1c(=O)[nH]c2ccccc2c1=O)N1CCN(c2ccccn2)CC1	-0.5	-11	-13	3	-0.2	-3	8	-1	-1	-3
CCCCCCC(=O)Nc1ccc(S(=O)(=O)Nc2onc(C)c2C)cc1	0.1	9	15	18	-0.2	2	5	-1	-5	-8
COc1ccc2c(C)cc(SC3CCOC3=O)nc2c1 (stereo not drawn)	1.8	-5	-1	3	0.1	4	-13	1	1	-3
CCOC(=O)c1ccc(-c2c(C)cc3oc(=O)cc(-c4ccccc4)c3c2C)cc1	2.5	-6	-3	7	0.1	-2	7	3	0	-4
C=CCn1c(SCc2c(C)noc2C)nc2sc3c(c2c1=O)CCCCC3	3.7	6	4	40*	0.2	4	2	9	-5	-9
CCOc1c(C)cnc2c1c(=O)n(Cc1ccc(Cl)cc1)c(=O)n2C	2.8	4	-7	-1	-0.4	6	0	5	4	-4
Cc1nc2ccc([N+](=O)[O-])cc2c(=O)n1Cc1ccc(F)cc1	1.7	0	-5	-1	0.6	8	2	-8	-12	-6
